TCR activator – T cell receptor activation. primary human leukocytes, anti-CD3, IL-2 HTRF, 48 h. 330,000 tested, under 10 active. Potency, µM (doses to about 9.22 µM), for inactives: at the top dose activation of IL-2 secretion, hits mostly activators; also: % of control where 0% means no effect
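Activity was scored as IL-2 release from primary human leukocytes given only a TCR signal (a-CD3 beads) plus compound for 48 hr. Detection used a two-antibody HTRF format read at 665nm.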
S-ASM inh – inhibitors of human secretory acid sphingomyelinase | 340,000 tested, 0.006% active | placental ASM, HMU-PC fluorogenic substrate, 60 min | Potency, µM (titrated, usually from 57.5 µM), without a hit: at the highest dose activity change, negative = inhibition, hits mostly inhibitors | P17405; also: potency is read from the fitted curve at half-maximal effect
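HMU-PC0 cleavage (9 uM final) by human placental ASM, 60 min at 37 °C following 10 min compound exposure at RT; stopped at pH 10, fluorescence Ex 386/Em 447 nm.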
AT treatment – candidate therapy for ataxia-telangiectasia | 320,000 tested, 0.19% active | […] A-T fibroblasts, KAP-1 phosphorylation AlphaLISA; neocarzinostatin DNA damage 30 min before lysis | Potency, µM (highest dose often 57.5 µM), for inactives: at the top dose activation, usual class: activators; also: potency is read from the fitted curve at half-maximal effect; % of control where 0% means no effect; nearly all actives have a fitted effect of over 45% in size
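ATM-like activity read as KAP-1 phosphorylation via AlphaLISA donor/acceptor antibody pairs after lysis and 6 hr at 25C. Cells were ATM-null patient fibroblasts ([…], hTERT), dosed 60 min, then exposed to the DSB inducer NCS for 30 min.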
Chronic BCR inh – blocks chronic active B-cell receptor signaling. ABC-DLBCL IkBa-CBG/CBR reporter, luminescence ratio, 4 h. Potency, µM (doses to about 46.1 µM), for the others: top-dose ratio change, negative = lower green/red ratio, usual class: inhibitors. 340,000 tested, 0.05% active; active = well fitted inhibition curve with a large enough effect in the signal ratio, with a control signal flat, not every such curve was filed as active; inconclusive = small, poorly fitted or top-dose-only effect, or effect the other way, or a change in a side signal; the % refers to the signal ratio;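 also: potency is read from the fitted curve at half-maximal effect; plate controls were basal doxycycline-induced cells for no effect and cells given 10 µM MG132 for full effect; MG132 reads +100%, hits lower the ratio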
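Doxycycline induced both beetle luciferases in TMD8 lymphoma cells; IKK-driven degradation limits the IkappaBalpha-fused green signal, while red luminescence normalises for cell number and nonspecific effects. Compounds tested up to 46 uM, 4 hrs.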
TSG101-PTAP inh – blocks PTAP/TSG101 interaction to inhibit HIV-1 budding; Potency, µM (titrated, usually from 115 µM), inactives show at the highest dose activity change, negative = inhibition, actives largely listed as inhibitors; AID 493005; Fluorescence polarization, FITC-PTAP peptide / Tsg101 binding; 340,000 tested, under 10 active; active = well fitted inhibition curve with a large enough effect in the main read-out, with a control signal flat, not every such curve was filed as active; inconclusive = small, poorly fitted or top-dose-only effect, or effect the other way, or a change in a side signal; inactive = no such curve, though single readings can be large or run the other way; also: potency is read from the fitted curve at half-maximal effect; % of control where 0% means no effect
Target sequence (Q99816 whole entry, looked up): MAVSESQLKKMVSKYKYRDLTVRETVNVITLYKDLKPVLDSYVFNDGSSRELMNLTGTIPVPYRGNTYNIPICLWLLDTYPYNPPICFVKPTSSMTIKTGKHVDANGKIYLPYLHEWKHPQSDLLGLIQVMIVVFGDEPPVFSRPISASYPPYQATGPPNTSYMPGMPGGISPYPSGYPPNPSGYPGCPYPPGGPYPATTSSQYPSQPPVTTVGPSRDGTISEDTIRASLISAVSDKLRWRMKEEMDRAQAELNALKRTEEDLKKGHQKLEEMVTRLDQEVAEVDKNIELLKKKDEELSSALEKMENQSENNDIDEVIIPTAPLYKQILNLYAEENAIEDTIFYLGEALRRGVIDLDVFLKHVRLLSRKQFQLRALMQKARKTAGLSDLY
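Fluorescence polarization binding of Tsg101 binding domain (10 uM final) to FITC-labeled PTAP peptide (50 nM final) in HEPES pH 7.5 buffer with NaCl, Tween 20, EDTA, TCEP. Compounds added before peptide; binding 20 min at RT.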
Tb PFK block – blocks T. brucei phosphofructokinase; T. brucei PFK, ADP-Glo luminescence; Potency, µM (series often up to 57.5 µM), without a hit: at the highest dose activity, negative = inhibition, hits mostly inhibitors; 330,000 tested, 0.17% active;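 also: potency is read from the fitted curve at half-maximal effect; 0% = uninhibited 1x PFK enzyme wells and -100% = no-enzyme wells; nearly all actives have a fitted effect of over 60% in size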
Target sequence (O15648 whole entry, looked up): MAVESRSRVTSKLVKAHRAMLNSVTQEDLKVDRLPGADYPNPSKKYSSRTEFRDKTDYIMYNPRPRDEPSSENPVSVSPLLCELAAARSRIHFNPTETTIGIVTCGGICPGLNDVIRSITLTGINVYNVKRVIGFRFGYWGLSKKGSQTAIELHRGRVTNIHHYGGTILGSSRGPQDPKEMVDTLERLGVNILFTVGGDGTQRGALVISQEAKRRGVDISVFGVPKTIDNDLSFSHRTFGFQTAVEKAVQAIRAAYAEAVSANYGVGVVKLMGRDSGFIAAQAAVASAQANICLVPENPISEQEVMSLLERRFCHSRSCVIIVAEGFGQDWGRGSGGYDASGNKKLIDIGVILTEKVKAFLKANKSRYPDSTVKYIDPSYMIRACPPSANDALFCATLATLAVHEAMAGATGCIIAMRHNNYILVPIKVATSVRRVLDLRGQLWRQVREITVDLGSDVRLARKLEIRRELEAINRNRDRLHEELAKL
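Activity is normalized to no-enzyme wells (full inhibition) and 1.25 nM enzyme wells (no inhibition). Reaction: 0.5 mM F6P, 0.1 mM ATP, 45 min RT, ADP-Glo luminescence; concentration-response curves fitted and classed by quality.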
TSHR antag – antagonists of human thyroid stimulating hormone receptor; P16473; TSHR-expressing cells, TSH-stimulated cAMP HTRF, 2 h; hits give low values; activity change, negative = inhibition, % at 11.5 µM; 330,000 tested, 0.2% active; AID 504810;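 active = activity change below a set negative limit, meaning inhibition stronger than a set level, cut at about -70% in these data; inconclusive = activity change between two set negative limits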; also: % is scaled to controls: 0 for no effect and ±100 for the full control effect
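Antagonism was scored as loss of TSH-driven cAMP in TSHR cells, stimulated with 4nM TSH (EC80) for 2 hours at 37 deg C and detected by homogeneous HTRF competition immunoassay.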
Eya2 phos inh – Eya2 (human) phosphatase inhibition; O00167; recombinant Eya2, OMFP fluorescence dephosphorylation (OMFP is methylfluorescein phosphate); Potency, µM (highest dose often 76.9 µM), without a hit: at the highest dose activity, negative = inhibition, most hits filed as inhibitors; 330,000 tested, 0.006% active; AID 488837; also: potency is read from the fitted curve at half-maximal effect; % is scaled to controls: 0 for no effect and ±100 for the full control effect
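Eya2 (0.2 uM) preincubated 10 min at ambient with compound, then OMFP substrate added at 50 uM; 10 min reaction in 50 mM HEPES pH 7.5, 50 mM NaCl, 5 uM MgCl2, 0.05% BSA, 1 mM DTT. Fluorescence read at Ex 485/Em 525 nm.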
ELG1 repair inh – inhibitors of ELG1-dependent DNA repair in HEK293T cells; HEK293T ELG1-luciferase reporter, luminescence, 16 h; DNA damage induced by 5-fluorouridine; Potency, µM (doses to about 46.1 µM), without a hit: at the top dose activity change, negative = inhibition, actives largely listed as inhibitors; 330,000 tested, 2.3% active; AID 504467; also: potency is read from the fitted curve at half-maximal effect; % is scaled to controls: 0 for no effect and ±100 for the full control effect; nearly all actives have a fitted effect of over 55% in size
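Reporter activity after DNA damage by 5-fluorouridine is monitored. Compound-treated cells incubate 16 hr at 37 °C, then ONE-Glo is added for 30 min before luminescence reading.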
a7 integrin act – activators of alpha7 integrin expression for muscular dystrophy. alpha7betagal myoblasts, beta-gal FDG fluorescence, 48 h. Potency, µM (doses to about 38.3 µM), inactives show top-dose activation, most hits filed as activators. 350,000 tested, 0.064% active;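 also: potency is read from the fitted curve at half-maximal effect; 100% = response of the positive control SU9516; nearly all actives have a fitted effect of over 60% in size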
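alpha7betagal+/- myoblasts (passage 13, 250/well) treated 48 h at 37C with compounds at 1:260 dilution of DMSO stock. Lysed, then beta-galactosidase activity read as FDG fluorescence (ex 480/em 540) after 30 min, with pre-read for autofluorescence.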
Mito fusion yeast – blocks mitochondrial division or promotes mitochondrial fusion. S. cerevisiae fusion-defective mutant growth rescue, CellTiterGlo 48 h. Potency, µM (highest dose often 46.1 µM), inactives show at the highest dose growth rescue (activation), actives largely listed as activators. 320,000 tested, 0.23% active. AID 485298;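 also: potency is read from the fitted curve at half-maximal effect; % of control where 0% means no effect; nearly all actives have a fitted effect of over 45% in size; temperature-sensitive fusion mutants such as fzo1-1 at 37 °C on non-fermentable ethanol glycerol medium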
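Yeast fusion mutant, YPEG (non-fermentable carbon), compound, 48 h at 37C non-permissive; CellTiterGlo added, 10 min RT, luminescence read. Rescued growth = division inhibition.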
Starred values were filed as active, the others as inactive; ? = inconclusive; · = no result given; [ ] = remark or other dose. Unless noted, calls follow the shape of the dose curve; as a rule, active = well fitted curve in the direction sought with a large enough effect; inconclusive = small, poorly fitted or top-dose-only effect, or another doubt; inactive = no such curve, though single readings can be large; an effect the other way counts as inactive or inconclusive. Outcome played no part in choosing rows; about 3.2% have a hit in one of these screens.

SMILES	TCR activator	S-ASM inh	AT treatment	Chronic BCR inh	TSG101-PTAP inh	Tb PFK block	TSHR antag	Eya2 phos inh	ELG1 repair inh	a7 integrin act	Mito fusion yeast
OC(CN1c2ccccc2Sc2ccccc21)Cn1nnc2ccccc21 (configuration not stated)	·	-26%	-1%	?	-4%	-4%	-2	-22%	?	-29%	-1%
O=[N+]([O-])c1ccc(C=Nc2cccc3ccccc23)s1	-6%	-6%	13%	?	-3%	-2%	-14	9%	1%	-62%[inhibitor]	-5%
COc1ccccc1OCC(=O)NC1CCCCCC1	-1%	3%	-12%	-12%	1%	2%	-10	-2%	10%	-15%	3%
CN1CCN(S(=O)(=O)CC2(C)C3CCC2(C)C(=O)C3Br)CC1 (configuration not stated)	-1%	1%	-38%	-1%	-3%	0%	-8	-9%	-7%	-8%	1%
CCOc1ccc(NC(=O)CN(C)C(=O)c2ccc(N3CCCC3)c([N+](=O)[O-])c2)cc1OCC	16%	-11%	-3%	?	-4%	-1%	8	-9%	-28%	-3%	8%
NC(=O)CSC1=N/C(=C\c2ccco2)C(=O)N1c1ccc(OC(F)F)cc1	5%	0%	-3%	-9%	0%	0%	-12	-4%	-17%	-29%	-2%
CC1(C)Cc2c(c(N3CCCC3)nc3sc4c(N5CCN(CCO)CC5)ncnc4c23)CO1	-6%	7%	-11%	?	-7%	-5%	-8	-8%	8.2µM*	-34%[inhibitor]	-3%
COc1ccc(-n2nc(C(=O)NCC(=O)Nc3ccccn3)c3ccccc3c2=O)cc1	·	158%	-7%	5%	-2%	5%	7	8%	-10%	16%	3%
COC(=O)CCSc1cc([N+](=O)[O-])cc2c1c(C1OCCO1)nn2-c1ccccc1	-9%[46.1 µM]	-1%	-1%	7%	-6%	2%	-3	-12%	12%	-10%	13%
O=C(CSc1n[nH]c(-c2ccccc2)n1)Nc1ccc(F)cc1F	6%	1%	10%	1%	1%	0%	15	-3%	8%	-36%	1%
COc1cccc(C(C(=O)NC(C)(C)C)N(C(=O)CCC(=O)Nc2cc(C)on2)C(C)(C)C)c1OC (configuration not stated)	4%[46.1 µM]	-1%	-4%	3%	-3%	0%	-7	9%	-17%	-3%	-12%
O=C1c2ccccc2CN2C(=O)c3ccccc3CN12	-3%	5%	-1%	1%	·	2%	18	-15%	-3%	-9%	1%
CN(C)C=NC(=O)/C(C#N)=C/c1ccccc1	2%	2%	1%	2%	-2%	-5%	-5	-8%	6%	3%	7%
Cc1cc(NC(=O)CSc2nc3ccccc3c(=O)n2C2CCCC2)no1	1%	-15%	·	?	-7%	2%	1	-2%	7%	-36%[inhibitor]	-1%
Cc1ccc(C(=O)NCC(=O)N/N=C/c2cccs2)cc1C	10%	1%	1%	-1%	1%	6%	5	10%	10%	8%	-7%
CN(C)c1nc2ccccc2c(N)c1-c1ccccc1	4%	1%	0%	3%	-6%	-6%	3	5%	-28%	-19%[7.66 µM]	12%
Cc1ccc(C(=O)NNc2c3ccccc3nc3ccccc23)cc1	10%	146%[activator]	-12%	-26%	-1%	0%	-34	-13%	?	-41%	8%
O=C(Cn1ncc(N2CCOCC2)c(Cl)c1=O)c1ccc(Cl)cc1	-1%	2%	5%	7%	-6%	1%	-4	3%	4%	24%	0%
Cc1cc(-c2n[nH]c(=S)n2/N=C/c2ccco2)n[nH]1	-1%	1%	15%	-13%	-5%	-5%	4	-26%	11%	20%	-1%
O=C(OCc1ccccn1)C1CCN(C(=O)c2ccc(Cl)cc2)CC1	4%	-3%	6%	9%	-2%	-6%	-8	2%	-1%	-18%	0%
COC(=O)c1cc(NC(=O)Cc2cc(OC)c(OC)c(OC)c2)cc(C(=O)OC)c1	0%	11%	10%	?	-1%	-1%	1	11%	?	14%	-3%
COc1cc2c(cc1OC)C(c1cccs1)NCC2 (configuration not stated)	-2%	1%	-7%	-1%	-1%	6%	-7	-5%	15%	1%	-3%
CN(c1ccccc1C(=O)Nc1ccc2c(c1)n(C)c(=O)n2C)S(C)(=O)=O	1%	1%	6%	?	-5%	-4%	-10	-4%	22%	36%	-1%
O=C(CN1C(=O)c2ccccc2S1(=O)=O)Nc1cc(S(=O)(=O)N2CCCCC2)ccc1Cl	2%	-3%	-6%	-7%	0%	-2%	-2	0%	15%	-6%	4%
Cc1ccc(C(=O)NCCSC(C)(C)C)cc1	7%	1%	·	?	-1%	-4%	-2	7%	?	15%	-2%
COCCN(C(=O)CSc1nnc(Nc2ccccc2F)s1)c1c(N)n(Cc2ccccc2)c(=O)[nH]c1=O	·	4%	4%	-7%	-5%	?	0	10%	0%	37%	1%
CCC(Sc1nc2ccccc2c(=O)n1CC1CCCO1)C(=O)NCc1cccnc1 (configuration not stated)	2%	0%	-1%	1%	-1%	-1%	1	8%	3%	19%	0%
CCN(CC)S(=O)(=O)c1cccc(NC(=O)COC(=O)c2cc(C)oc2C)c1	0%	-1%	-1%	?	-3%	0%	-10	-7%	21µM*	1%	3%
COc1ccc(/C=C(\C#N)C(=O)NCCc2ccccc2)cc1OCc1ccccc1	-8%[46.1 µM]	16%	5%	0%	-1%	-2%	-12	3%	?	-5%	9%
C[C@@H]1ON(C2CCCCC2)[C@H]2c3nc4ccccc4n3C[C@@H]12	1%	1%	-1%	-10%	0%	0%	13	-9%	3%	0%	-4%
Cc1ccc(Sc2nc(C)c([N+](=O)[O-])c(C)c2C#N)cc1	2%	-4%	8%	1%	-2%	3%	-11	-7%	2%	-29%	-4%
O=C(CSc1nnc(-c2ccccc2)o1)N1CCCCC1	9%	2%	2%	?	-1%	-2%	1	13%	?	21%	2%
Cc1ccccc1S(=O)(=O)N1CC(C(=O)O)=CC[C@H]1c1ccc(Cl)cc1	0%	7%	34%	4%	-15%	-2%	-5	-3%	-5%	-9%	-9%
Cc1ccc(S(=O)(=O)Cn2nnnc2C(CC(C)C)N2CCN(c3ccccc3)CC2)cc1 (configuration not stated)	3%[46.1 µM]	-1%	·	0%	-2%	-6%	-9	3%	-24%	0%	1%
CC1CN(S(=O)(=O)c2ccccc2)CN1C(=O)N1CCOCC1 (configuration not stated)	10%	11%	9%	-7%	1%	0%	-3	-7%	?	0%	0%
COc1ccc(N2CC(C(=O)Nc3ccccc3C(=O)NCc3ccco3)CC2=O)cc1 (configuration not stated)	·	5%	8%	-4%	-4%	0%	-1	3%	?	-11%	2%
CCN(CC(=O)Nc1ccc(NC(C)=O)cc1)C(=O)c1cc2c(s1)CCCC2	5%	1%	3%	5%	-9%	-5%	1	19%	?	3%	5%
COCCn1c(C)cc(/C=C2/SC(=O)N(CC(=O)N3CCCC3)C2=O)c1C	10%	21%	6%	-10%	1%	3%	-11	1%	20%	-39%	16%
CC(=O)Cc1nsc(NC(=O)c2csc3c2CCCC3)n1	-2%	-6%	6%	-1%	-10%	0%	-8	-13%	?	17%	-3%
Cc1ccc(NC(=O)COc2ccccc2C(=O)Nc2ccccc2)cc1Cl	-5%	2%	11%	0%	-6%	2%	-10	-1%	16µM*	18%	2%
COc1ccc2[nH]c3c(c2c1)CCN1C(=O)C(CC(=O)NCC24CC5CC(CC(C5)C2)C4)C[C@H](C(=O)N2CCOCC2)[C@@]31CCC1CCCC1 (some centres not stated)	2%[46.1 µM]	4%	15%	?	-8%	6%	-11	7%	-16%	6%	·
CCN(CC)C1CCS(=O)(=O)C1 (configuration not stated)	-6%	6%	3%	6%	-8%	-1%	15	-3%	16%	17%	-9%
Cc1nn(C)cc1S(=O)(=O)N1CCN(c2ccccc2)CC1	1%	2%	5%	5%	-5%	2%	60	6%	0%	-13%	4%
